VEEV TC-83 Vero – inhibitors of VEEV TC-83 cytopathic effect, confirmation, Vero cells (AID 588727). inhibition, % at 20 µM; hits with a dose series show IC50 in µM. Vero cells, VEEV TC-83 cytopathic effect inhibition; higher % means a stronger effect. actives 0.13% (n = 350,000); in the data active = a potency from the dose series; inconclusive = inhibition mostly from about 14% at the one dose, without a potency; inactive = the rest, 99 in 100 with inhibition below about 12%; also: strong numbers were not always called active
tuberculosis growth – growth inhibition of non-replicating M. tuberculosis (AID 488890); Mycobacterium tuberculosis non-replicating, growth inhibition; higher % means a stronger effect; inhibition, % at 25 µM; hits with a dose series show IC50 in µM; actives 0.39% (n = 320,000); in the data active = a potency from the dose series; inconclusive = inhibition mostly from about 82% at the one dose, without a potency; inactive = the rest, 99 in 100 with inhibition below about 76%;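 also: plate controls were DMSO cells for no effect and high antibiotic wells for full effect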
M. tuberculosis HTS – M. tuberculosis growth inhibition, HTS (AID 449762); actives 0.59% (n = 330,000); M. tuberculosis H37Rv growth inhibition, 7H9 media; higher % means a stronger effect; one-dose inhibition, % at 25 µM; IC50 in µM for titrated hits; in the data active = a potency from the dose series; inconclusive = inhibition above about 70% without an active follow-up result;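 also: bacterial growth assessed after seven days of incubation; strong numbers were not always called active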
PhoP GFP inhibition – PhoP regulon inhibitors, Salmonella typhi PhoP promoter GFP reporter, confirmatory (AID 1850) | Salmonella Typhi PhoP-promoter GFP reporter, fluorescence, 4 h; higher % means a stronger effect | one-dose inhibition, % at 50 µM; IC50 in µM for titrated hits | actives 0.33% (n = 310,000); in the data active = a potency from the dose series; inconclusive = inhibition mostly from about 25% at the one dose, without a potency; inactive = the rest, 99 in 100 with inhibition below about 19%;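 also: 0% = induced wells with vehicle and 100% = uninduced wells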
influenza NS1A – NS1A inhibition, H1N1 influenza, cell based functional assay (AID 504329). inhibition, % at 12.5 µM, or IC50 in µM where a hit was titrated. actives 0.3% (n = 340,000). NS1A functional cell-based assay, percent inhibition; higher % means a stronger effect; in the data active = a potency from the dose series; inconclusive = inhibition above about 27% without an active follow-up result; also: strong numbers were not always called active
VEEV TC-83 Vero 10K pilot screen – also measured in VEEV TC-83 Vero; calls as there; inhibition, %; measured here: 10K pilot screen inhibition
* marks the source's active call; other numbers are inactive results; i = inactive; ? = inconclusive; . = no result given.

SMILES | VEEV TC-83 Vero | tuberculosis growth | M. tuberculosis HTS | PhoP GFP inhibition | influenza NS1A | others
COc1ccc(C(=O)Nc2ccccc2N2CCOCC2)cc1Br | 0.2% | 47% | 0% | -6% | 2%
O=C(CSc1nnc(-c2ccncc2)o1)NC1CCCCC1 | 0.8% | ? | -1% | -9% | -13% | VEEV TC-83 Vero 10K pilot screen=1.4
CCOC(=O)c1c(NC(=O)COc2cccc3c2CCN(CC)C3=O)sc2c1CCC2 | 1.4% | -2% | 16% | -11% | -5%
O=C(Nc1cccc([N+](=O)[O-])c1)c1ccc2snnc2c1 | 1.9% | -13% | 5% | -6% | -1%
Cc1ccc(-c2csc(/C(C#N)=C(\O)CN3CCN(C(=O)c4ccco4)CC3)n2)cc1 | 1.0% | 7% | 3% | -7% | -1%
Cn1c(O)c(C(=O)c2ccccc2F)c(=O)n(C)c1=O | i | 4% | 4% | 2% | -9%
CC(C)(C)n1ncc2c(=O)n(Cc3cc(F)c(Cl)cc3Cl)cnc21 | 2.1% | 5% | 0% | . | 3%
Cc1nc2sc3c(c2c(=O)n1NC(=O)CCBr)CCCC3 | 7.4% | 39% | -2% | -14% | 1%
Cc1ccc(Cc2cnc(NC(=O)C3=NCCN3)s2)cc1 | . | ? | ? | 14% | .
Cc1ccsc1C(=O)NC1CCCCC1C (stereo not drawn) | i | 26% | 3% | . | -11%
O=C(O)CCCn1cc(NC(=O)COc2ccccc2)cn1 | 1.5% | -11% | 2% | 2% | 20%
CCN1CCN(C(=O)Nc2ccccc2OC)CC1 | i | 5% | 5% | 21% | 9%
O=C(CCc1ccccc1)NC(=S)Nc1ccc(S(=O)(=O)N2CCOCC2)cc1 | 1.6% | ? | -1% | 6% | 22%
O=C1/C(=C/c2cccnc2)SC(=S)N1Nc1ccccc1 | 5.6% | ? | 21% | 6% | .
NC(=O)C1CCN(C(=O)c2ccc(Cl)c(S(=O)(=O)N3CCCCCC3)c2)CC1 | 1.7% | 18% | -9% | . | -15%
CCN(CC)S(=O)(=O)c1ccc(C)c(NC(=O)Cn2c(=O)cnc3ccccc32)c1 | 0.3% | 29% | -4% | -11% | 4%
c1ccc(CCNc2nc(-c3ccccn3)nc3ccccc23)cc1 | 3.8% | 77% | ? | 3% | 21%
Cc1nc2ccc(CN(C)c3ccc(C(=O)N[C@@H](CCC(=O)O)C(=O)O)s3)cc2c(=O)[nH]1 | . | -2% | -8% | -7% | .
O=CNn1cnc2c(oc3nc(-c4ccccc4)cc(-c4ccco4)c32)c1=O | 10% | 8% | 23% | 1% | 0%
CC(=O)c1ccc(C(=O)Nc2ccc(N3CCOCC3)cc2)cc1 | 1.1% | 5% | 3% | 7% | 7%
CCc1cc2c(C)ccc(C)c2nc1SCC(=O)Nc1c(C)[nH]c(=O)[nH]c1=O | 3.1% | -20% | -1% | -3% | -2%
CC(C)OC(=O)C(C)Nc1ccc(F)c(Cl)c1 (stereo not drawn) | 0.4% | 25% | 5% | 6% | 0%
O=C(O)C1CC(=O)N(c2ccc(OCc3ccc(Cl)cc3Cl)cc2)C1 (stereo not drawn) | 1.9% | 35% | 12% | 1% | -2%
COc1ccc(/C=C2\SC(=S)N(CC(=O)OCC(=O)Nc3cc(Cl)cc(Cl)c3)C2=O)cc1 | 1.0% | 7% | -5% | 10% | 0%
CCOC(=O)c1ccc(N2C(=O)C(O)=C(C(C)=O)C2c2ccc([N+](=O)[O-])cc2)cc1 (stereo not drawn) | 0.3% | 20% | 37% | 12% | -9%

Continued, overlapping the part above by 2 compounds.
SMILES | VEEV TC-83 Vero | tuberculosis growth | M. tuberculosis HTS | PhoP GFP inhibition | influenza NS1A | others
COc1ccc(/C=C2\SC(=S)N(CC(=O)OCC(=O)Nc3cc(Cl)cc(Cl)c3)C2=O)cc1 | 1.0% | 7% | -5% | 10% | 0%
CCOC(=O)c1ccc(N2C(=O)C(O)=C(C(C)=O)C2c2ccc([N+](=O)[O-])cc2)cc1 (stereo not drawn) | 0.3% | 20% | 37% | 12% | -9%
CCN(CC(=O)Nc1c(F)cccc1F)C(=O)c1ccc2c(c1)OCCO2 | 0.3% | 12% | 5% | -13% | 14%
Cc1cccc(C)c1OCC(=O)N(Cc1ccc(N(C)C)cc1)C1CCS(=O)(=O)C1 (stereo not drawn) | 1.5% | -7% | 1% | 4% | 4%
CCOC(=O)c1c(NC(=O)CC)sc(C(C)=O)c1C | 0.8% | 2% | 2% | 0% | 4%
CCOc1ccc(OCCC(=O)N(CC)CC(=O)Nc2ccccc2C(F)(F)F)cc1 | 3.5% | 10% | -5% | 10% | -8%
O=C(Nc1cc(-c2ccccc2)nn1-c1ccccc1)c1ccccc1F | 0.0% | -2% | 3% | 1% | 2%
O=C(N/N=C/c1ccc(-c2cccc([N+](=O)[O-])c2)o1)c1ccccc1O | 2.1% | 6% | 57% | -8% | -8%
COc1nc(C)nc2c1ccc1ccccc12 | i | -13% | -6% | -2% | 2%
NS(=O)(=O)c1cc2c(cc1Cl)NC(C1C[C@H]3C=C[C@@H]1C3)NS2(=O)=O (stereo partly drawn) | 0.8% | -2% | -6% | -9% | 7%
O=C(/C=C/Nc1ccc(F)cc1)c1ccc(Br)cc1 | 1.3% | 46% | -1% | -6% | -3%
O=C(COc1coc(CN2CCN(c3ccccc3)CC2)cc1=O)Nc1ccc(F)cc1 | 2.0% | 6% | 12% | -5% | 4%
COc1ccc(C(CC(=O)N2CCOCC2)c2c(OC)cc(OC)c3ccc(=O)oc23)cc1 (stereo not drawn) | 5.2% | 7% | -6% | 10% | 6%
CCOC(=O)C1=NN(c2ccc(Cl)cc2)C(c2ccccc2)CC1=O (stereo not drawn) | 6.7% | 22% | 2% | 10% | 6%
C=CCOc1ccc(CNc2nn[nH]n2)cc1OC | 5.2% | 16% | -3% | -5% | 1%
COc1cccc(-c2c(C(=O)N/N=C/c3ccsc3)nnn2-c2nonc2N)c1 | 1.1% | 26% | 13% | -1% | -7%
CCCN(CCC)C(=O)C1CCN(c2cc(C)nc3c(-c4ccc(OC)c(OC)c4)c(C)nn23)CC1 | 10% | . | 0% | -16% | 15%
Cc1ccc(C)c(-c2cc(C(=O)Nc3cccnc3)c3ccccc3n2)c1 | 8.2% | 3% | 2% | -13% | 13%
COc1cc(OC)c(NC(=O)Cc2ccc(OC)c(S(=O)(=O)N3CCOCC3)c2)cc1Cl | 8.5% | 4% | -9% | -6% | -8%
CCOC(=O)COc1ccc2c3c(c(=O)oc2c1)CCCC3 | 1.3% | ? | ? | -1% | -7%
CN(C(=O)c1c[nH]c(=O)cc1C(F)(F)F)c1ccc(Cl)c(Cl)c1 | 1.6% | 4% | 14% | -1% | -13%
NC(=O)CSc1ncc(-c2ccc([N+](=O)[O-])cc2)[nH]1 | 2.3% | -2% | -3% | 7% | -3%
CNC(=O)/C(C#N)=C/c1ccc(OCCOc2ccccc2)cc1 | i | . | 28% | -1% | 2%
Cc1ccc(NC(=O)CN2CCC(NC(=O)C3CCCCC3)CC2)c(Br)c1 | 0.9% | 14% | 13% | -7% | -14%
CCN(CC)C(=O)COc1ccc(S(=O)(=O)N2CCOCC2)cc1 | 2.1% | -1% | -4% | -11% | 23% | VEEV TC-83 Vero 10K pilot screen=1.9
COc1ccc(CCNC(=O)C2CC(c3cccc(F)c3)=NO2)cc1 (stereo not drawn) | 0.8% | -5% | -5% | 1% | -1%
O=C1C=CC2C3C(=O)N(c4ccccc4)C(=O)C3C1N2Cc1ccccc1 (stereo not drawn) | i | . | . | . | -17%

Further results follow.
SMILES | VEEV TC-83 Vero | tuberculosis growth | M. tuberculosis HTS | PhoP GFP inhibition | influenza NS1A | others
COc1ccc2[nH]c3c(c2c1)CCN1C(=O)C(CC(=O)NCc2ccc(OC)c(OC)c2)C[C@H](C(=O)N2CCOCC2)[C@@]31CCC1CCCC1 (stereo partly drawn) | i | . | . | . | 5%
COCCn1c(SCC(=O)NCc2ccco2)nnc1C(C)C | i | 2% | -2% | -1% | 4%
COc1ccc(CCN2C(=O)CC(C(N)=O)SC2=Nc2ccccc2)cc1 (stereo not drawn) | 5.6% | 2% | -1% | -1% | -1%
Cn1cnnc1SCc1ccc(C(=O)NN)cc1 | 1.2% | 10% | -4% | -47% | 0%
Nc1c(-c2n[nH]c(=S)n2-c2ccc(Cl)cc2Cl)cnn1-c1ccccc1 | 1.8% | 12% | -1% | 2% | -8%
COc1ccc(CN(C)C(=O)COc2cccc(-n3cnnn3)c2)cc1OC | 2.7% | -5% | -3% | . | -5%
COCCCn1c(=O)c2ccccc2n(CC(=O)NC2CCCC2)c1=O | 1.9% | -18% | 8% | 12% | -10%
CN(C)c1ccc(/C=N/NC(=O)c2ccc(CN3C(=O)c4cccc5cccc3c45)cc2)cc1 | . | 4% | -2% | -10% | .
COc1ccc(Cl)c(Cn2c(NCc3ccccn3)nc3c2c(=O)n(C)c(=O)n3C)c1 | 2.2% | 29% | 17% | 3% | -8%
O=C(c1ccc(Cl)cc1)C1CCCN(Cc2ccc3nonc3c2)C1 (stereo not drawn) | 3.5% | ? | 19% | 2% | -2%
Cc1ccc2nc(CSc3nc(C)cc(C)c3C#N)[nH]c2c1 | i | 10% | -2% | 5% | -4%
Cc1nnc(SCC(=O)N2CC(=O)Nc3ccccc32)s1 | 4.6% | 8% | -5% | -5% | -5%
Cn1cc(Br)c(C(=O)Nc2sc3c(c2C#N)CCC3)n1 | 5.0% | 2% | -2% | 3% | .
COc1ccc(C(=O)/C=C/Nc2ccc(S(=O)(=O)Nc3nc(C)cc(C)n3)cc2)c(OC)c1 | 1.2% | 37% | -4% | 8% | 15%
O=C(O)CSc1cccc[n+]1[O-] | i | 6% | 0% | -9% | -3%
CN(C)c1oc(-c2ccccc2[N+](=O)[O-])nc1C#N | i | 2% | 6% | 5% | 11%
COc1ccc(C(C)NC(=S)NCc2ccc(F)cc2)cc1OC (stereo not drawn) | 0.6% | 14% | 12% | -14% | 11%
CCC1COCCS(=O)(=O)N1Cc1ccc(F)cc1 (stereo not drawn) | 2.1% | -2% | 1% | 14% | 3%
CCCCn1nc(C(=O)Nc2ccccc2N2CCCC2)c2ccccc2c1=O | 0.6% | 46% | 12µM* | . | 4%
O=C1C2CCCN2C(c2ccncc2)N1c1ccc(Cl)c(Cl)c1 (stereo not drawn) | 6.4% | 18% | -2% | -13% | 10%
CC(=O)c1cccc(N(CC(=O)N2CCOCC2)S(C)(=O)=O)c1 | i | -1% | -12% | -19% | -17%
O=S(=O)(c1cccs1)N1CCN(c2ccc(F)cc2)CC1 | 0.5% | -1% | 6% | 12% | 7%
CSc1nc2ccc(NS(=O)(=O)c3ccc(CNC(C)=O)cc3)cc2s1 | 3.1% | 23% | 60% | . | -8%
COc1cccc(N2CCN(C(=O)CN(C)S(=O)(=O)c3ccc4c(c3)CCC(=O)N4)CC2)c1 | 5.3% | . | -2% | 2% | 3%
Cc1[nH]c2ccccc2c1C(=O)CSc1ccc(Cl)cc1 | 1.2% | -5% | -1% | -5% | -23%
COc1ccc(NC(=S)N(CCCOC(C)C)C2CCN(C(C)=O)CC2)cc1Cl | i | ? | 3% | 0% | 19%
C[C@]12CC[C@H](OC(=O)CCC(=O)O)CC1=CCC1C2CC[C@@]2(C)C1CC[C@@H]2OC(=O)CCC(=O)O (stereo partly drawn) | i | 4% | 2% | . | -3%
Cc1cccc(CC(=O)Nc2ccc(C(=O)N3CCOCC3)cc2)c1 | 0.1% | -11% | -7% | -6% | -26%

By substructure: the entries above containing an aryl thioether with sulfur outside any ring
SMILES | VEEV TC-83 Vero | tuberculosis growth | M. tuberculosis HTS | PhoP GFP inhibition | influenza NS1A | others
O=C(CSc1nnc(-c2ccncc2)o1)NC1CCCCC1 | 0.8% | ? | -1% | -9% | -13% | VEEV TC-83 Vero 10K pilot screen=1.4
CCc1cc2c(C)ccc(C)c2nc1SCC(=O)Nc1c(C)[nH]c(=O)[nH]c1=O | 3.1% | -20% | -1% | -3% | -2%
NC(=O)CSc1ncc(-c2ccc([N+](=O)[O-])cc2)[nH]1 | 2.3% | -2% | -3% | 7% | -3%
COCCn1c(SCC(=O)NCc2ccco2)nnc1C(C)C | i | 2% | -2% | -1% | 4%
Cn1cnnc1SCc1ccc(C(=O)NN)cc1 | 1.2% | 10% | -4% | -47% | 0%
Cc1ccc2nc(CSc3nc(C)cc(C)c3C#N)[nH]c2c1 | i | 10% | -2% | 5% | -4%
Cc1nnc(SCC(=O)N2CC(=O)Nc3ccccc32)s1 | 4.6% | 8% | -5% | -5% | -5%
O=C(O)CSc1cccc[n+]1[O-] | i | 6% | 0% | -9% | -3%
CSc1nc2ccc(NS(=O)(=O)c3ccc(CNC(C)=O)cc3)cc2s1 | 3.1% | 23% | 60% | . | -8%
Cc1[nH]c2ccccc2c1C(=O)CSc1ccc(Cl)cc1 | 1.2% | -5% | -1% | -5% | -23%

Source: PubChem BioAssay (Southern Research Specialized Biocontainment Screening Center)
